Screening data deposited in PubChem BioAssay by Broad Institute.
esBAF inh = Bmi1 luciferase reporter increase in mESCs, primary screen, esBAF inhibitor project, mouse ES cells, Bmi1 luciferase knock-in, single point | 2% of 350,000 active | AID 602393, 2012 | reporter increase, % at 12.5 µM | 24 h; 100% = twice the neutral-well signal; in the data active = activation above about 40%; inconclusive = no clear call, values can overlap the other calls;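 also: 0% = median of the plate's neutral control wells and 100% = double that signal; a rise in the Bmi1 reporter signal indicates esBAF inhibition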
XiGFP reactiv = activators of inactive X chromosome reactivation, primary screen, imaging, XiGFP fibroblasts, GFP high-content imaging, set 2. XiGFP mouse fibroblasts, % GFP-positive cells imaging, 3 d; cells co-treated with 5-aza-dC sensitizer; scaled so ellipticine positive control = 100%. activation, % at 7.58 µM. 0.055% of 360,000 active. AID 743238, 2013;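 active = mean normalized replicate activation at least 10% and every replicate at or above 10%; inconclusive = only one of the two criteria met; inactive = mean below 10% and not all replicates reach 10%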;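 also: 0% = median of on-plate neutral control wells and 100% = ellipticine 6 µM median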
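Assay system: SV40-immortalized XiGFP fibroblast cells, line 68-5-11; buffer or medium: DMEM plus 5-aza-dC sensitizer; compound: one concentration, pinned; timing: compounds 3 days, fix/stain 15 min at room temperature; benchmarks: positive control ellipticine, 6 µM final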
E-selectin induc = E-selectin induction in HUVECs, primary screen, imaging, HUVEC, immunofluorescence imaging, single point. P16581. normalized: neutral wells 0, TNF-alpha wells 100. activation, % at 7.58 µM. 0.37% of 260,000 active. AID 686992, 2013;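 active = mean E-selectin-positive cell signal at least 10% of the positive control, reached in at least 60% of replicates, without over 20% cell loss; inconclusive = no rule given, readout overlaps actives, possibly toxicity-flagged; inactive = the rest, including those meeting only one limit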;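 also: in these data hits start at about 27%; measured in HUVEC primary endothelial cells; signal is the percent of cells scored E-selectin positive by PE staining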
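Test system: HUVEC; input: 3,000 HUVEC/well; measured by: immunofluorescence imaging; read-out: % PE-positive cells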
RAD52 anneal inh = RAD52 DNA annealing inhibitors, primary screen, biochemical, FRET, single point, set 2 | DNA repair protein RAD52 homolog (Homo sapiens), P43351 | recombinant RAD52 DNA annealing, FRET fluorescence | inhibition, % at 18.7 µM | 0.46% of 360,000 active;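 active = every replicate showing at least 50% inhibition; inconclusive = mean inhibition at least 50% but not in every replicate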
RAD54 branch = inhibitors of human RAD54 branch migration, primary screen, biochemical, fluorescence, single point; DNA repair and recombination protein RAD54-like (Homo sapiens), Q92698; RAD54 Holliday junction branch migration, FAM/BHQ fluorescence; inhibition, % at 10.4 µM; 0.14% of 360,000 active;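 active = mean normalized replicate activity at least 40 and at least half of replicates scoring 40 or more; inconclusive = only one of the two criteria met; inactive = mean below 40 and under half of replicates reaching 40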;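 also: 0% = median of neutral control wells and 100% = median of positive control wells; inhibitors cause a drop in the FAM fluorescence signal; in these data hits start at about 50%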
Target sequence (Q92698 whole entry, looked up): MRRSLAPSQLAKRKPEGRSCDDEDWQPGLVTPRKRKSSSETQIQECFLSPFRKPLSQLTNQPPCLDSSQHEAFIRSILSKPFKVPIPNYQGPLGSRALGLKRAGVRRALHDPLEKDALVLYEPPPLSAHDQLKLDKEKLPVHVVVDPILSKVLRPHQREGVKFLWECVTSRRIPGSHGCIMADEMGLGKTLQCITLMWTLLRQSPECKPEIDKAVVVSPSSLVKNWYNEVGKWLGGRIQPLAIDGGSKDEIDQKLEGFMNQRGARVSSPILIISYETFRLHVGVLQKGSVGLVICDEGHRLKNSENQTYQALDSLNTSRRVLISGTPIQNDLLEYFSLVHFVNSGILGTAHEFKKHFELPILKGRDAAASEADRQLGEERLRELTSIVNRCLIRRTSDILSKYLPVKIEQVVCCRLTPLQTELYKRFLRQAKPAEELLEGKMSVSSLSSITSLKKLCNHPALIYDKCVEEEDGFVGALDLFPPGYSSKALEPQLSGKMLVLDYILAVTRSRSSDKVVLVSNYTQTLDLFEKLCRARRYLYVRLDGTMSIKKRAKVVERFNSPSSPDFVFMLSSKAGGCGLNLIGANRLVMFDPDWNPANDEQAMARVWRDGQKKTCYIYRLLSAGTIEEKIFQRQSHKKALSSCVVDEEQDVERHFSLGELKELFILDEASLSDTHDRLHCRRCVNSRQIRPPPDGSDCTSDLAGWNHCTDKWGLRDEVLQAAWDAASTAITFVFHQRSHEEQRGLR
S100A4 inh HTS = inhibitors of S100A4-myosin IIA peptide binding, primary screen, biochemical, fluorescence polarization, TAMRA-MyoIIA peptide; Protein S100-A4 (Homo sapiens), P26447; inhibition, % at 10.7 µM; 0.14% of 360,000 active;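 active = mean inhibition of at least 70% across replicates, with every replicate also reaching that level; inconclusive = mean inhibition reaches 70% but some replicates fall short; inactive = mean inhibition below 70%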
Target sequence (P26447 whole entry, looked up): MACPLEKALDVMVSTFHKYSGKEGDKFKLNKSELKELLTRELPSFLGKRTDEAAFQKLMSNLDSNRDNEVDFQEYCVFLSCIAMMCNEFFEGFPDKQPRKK
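Test system – S100A4 monomer (human) · Compound – single-point compound testing · Schedule – 5 min incubation before reading · Probe or stimulus – TAMRA-labelled myosin IIA heavy-chain peptide probe, 5 nM · Benchmarks – neutral control DMSO, positive control TFP · Medium – Calcium-containing HEPES buffer, pH 7.2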
ERp5 block = inhibitors of ERp5-driven insulin aggregation, primary screen, biochemical, turbidity, absorbance 650 nm, single point | Protein disulfide-isomerase A6 (Homo sapiens), Q15084 | 90 min | inhibition, % at 9.99 µM | 0.05% of 350,000 active | AID 651711, 2012;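 active = mean replicate inhibition above about 25%, with every replicate also reaching it, limit read from the data, passing the limit was not always enough; inconclusive = only one of those two criteria met; inactive = neither criterion met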
ERAP1 HTS inh = human ERAP1 aminopeptidase inhibitors, primary screen, biochemical, single point, plate reader. recombinant ERAP1, Leu-AMC fluorescence, 60 min. inhibition, % at 10.7 µM. 0.15% of 340,000 active;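 active = mean replicate inhibition of at least 30%, or all replicates individually reaching that 30% level; inactive = mean below 30% and not every replicate reaching it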;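 also: 0% = neutral control wells and 100% = L-leucinethiol positive control wells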
Active calls of the source: *; ? = inconclusive; nt = no result given.

SMILES,ERAP1 HTS inh,esBAF inh,XiGFP reactiv,S100A4 inh HTS,E-selectin induc,RAD52 anneal inh,RAD54 branch,ERp5 block
CC(=O)c1cc(CC(=O)N2CCc3c([nH]c4ccccc34)C2c2ccccn2)cs1 (configuration not stated),0,8,0.0,-24,nt,-26,nt,-3
Cc1c(CC(=O)NC(C)C)c(=O)oc2cc3c(cc12)CCC(C)(C)O3,0,49*,0.0,-6,0.1,-9,4,1
O=C(NCC(=O)N1CCCC1)c1ccc(Br)cc1,-1,10,0.1,-10,nt,-3,-6,-7
CO[C@H](CN(C)C(=O)C1CCOCC1)[C@H](C)CN(C(=O)Nc1ccc(C(F)(F)F)cc1)[C@H](C)CO,-3,0,0.3,4,0.1,9,1,8
COC(=O)C1=C(C(=O)OC)[C@@H]2N(C)c3ccccc3[C@@]23C[C@@H](C(=O)OC)N(C(=O)c2ccc(Br)cc2)C3=N1,4,1,1.1,-9,0.0,-13,2,7
C[C@@H]1CN([C@@H](C)CO)C(=O)c2cccc(NC(=O)C3CCCCC3)c2O[C@@H]1CN(C)Cc1ccccc1,1,nt,0.2,-10,-0.5,2,nt,nt
COc1cccc(NC(=O)c2cc(Cl)nnc2Cl)c1,3,nt,-0.1,0,nt,-4,nt,2
O=C(C[C@H]1CC[C@@H]2[C@H](COC[C@H](O)CN2S(=O)(=O)c2ccc(Cl)cc2)O1)NCc1ccc(Cl)c(Cl)c1,-1,2,0.2,2,0.2,-78,2,-17
O=C(C[C@H]1CC[C@H]2[C@@H](COC[C@@H](O)CN2Cc2cccc(F)c2)O1)NCC1CCCCC1,2,3,-0.1,36,0.2,-8,-8,4
C[C@@H]1CCCCO[C@@H](CN(C)S(=O)(=O)c2ccc(Cl)cc2)[C@@H](C)CN([C@@H](C)CO)C(=O)c2cc(NC(=O)c3ccncc3)ccc2O1,2,0,0.2,6,nt,16,-4,7
COc1cccc2cc(C(=O)NCc3ccccc3)c(=N)oc12,5,nt,0.3,-4,nt,-4,1,2
COc1cccc(C(=O)NC2CCN(CC(=O)Nc3cccc(C)c3C)CC2)c1,-2,nt,-1.1,-2,nt,-9,nt,7
O=C(Cc1ccccc1)NNC1=NS(=O)(=O)c2ccccc21,0,1,0.0,2,1.8,-9,-11,9
CCOC(=O)N1CCC(N2CCCC(C(=O)c3ccccc3OC)C2)CC1 (configuration not stated),0,nt,0.1,30,-0.1,-19,nt,0
Nc1sccc1C(=O)NC1CC1,nt,nt,0.0,42,0.2,-121,nt,-1

Next part.
SMILES,ERAP1 HTS inh,esBAF inh,XiGFP reactiv,S100A4 inh HTS,E-selectin induc,RAD52 anneal inh,RAD54 branch,ERp5 block
CCNC(=S)Nn1cnc2ccccc21,2,nt,0.0,-3,0.0,1,7,-3
CCOP(=O)(OCC)C1NC(=O)N(c2ccccc2)C1=O (configuration not stated),1,-8,0.0,-1,-0.1,-13,2,1
COc1ccc(O)c(/C=N/Nc2nc(C)cc(-c3ccccc3)n2)c1,1,9,0.0,-10,nt,-14,6,nt
O=C(N/C(=C/c1ccc([N+](=O)[O-])cc1)C(=O)N1CCCC1)c1ccccc1,-6,-6,0.5,4,nt,-15,-1,-1
COc1cc(C(=O)NCCC(=O)NCc2cccs2)cc(OC)c1OC,1,-2,0.0,-2,-0.2,-8,0,-1
O=C(CN1CCN(Cc2ccccc2)CC1)Nc1ccc(F)c(F)c1,-5,-1,0.0,-3,nt,-14,-1,-3
O=C(Nc1cc(Cl)ccc1Oc1ccccc1)C1=COCCO1,2,nt,0.0,2,2.0,-23,nt,0
CCC(=O)c1ccc(OCC(=O)NCC2COc3ccccc3O2)cc1 (configuration not stated),2,0,-0.1,-1,nt,-9,-3,-4
Nc1nonc1-n1nnc(C(=O)N/N=C/c2ccncc2)c1CSc1ccc(Cl)cc1,3,8,0.1,1,nt,-14,7,3
Brc1ccc(/C=N/Nc2nc3ccccc3o2)cc1,2,?,0.0,2,-0.2,-8,-4,1
Cc1c(OCC(=O)NCCCN2CCCC2=O)ccc2c3c(c(=O)oc12)CCCC3,-1,-5,0.5,-4,nt,-8,4,0
Cc1ccc(NC2=C(Cl)C(=O)OC2OC(=O)c2ccc(C)cc2)cc1 (configuration not stated),2,nt,0.1,-2,nt,-31,nt,0
CC(=O)c1ccc(NC(=O)CSC2=NS(=O)(=O)c3cc(Cl)ccc3N2)cc1,-1,-1,0.2,12,0.3,-6,1,-5
O=C(Cn1ncc2c3ccccc3n(Cc3ccccc3)c2c1=O)NC1CCCC1,2,-4,0.0,-10,nt,-20,-17,3
O=C(NCc1cnn(-c2ccccc2)c1)C1CCC(=O)N(C2CC2)C1 (configuration not stated),1,-7,-0.1,2,0.0,-13,-5,7

Following part:
SMILES,ERAP1 HTS inh,esBAF inh,XiGFP reactiv,S100A4 inh HTS,E-selectin induc,RAD52 anneal inh,RAD54 branch,ERp5 block
CCC(=O)Nc1ccc2c(c1)C(=O)N(C)C[C@H](OC)[C@@H](C)CN(CCC(F)(F)F)[C@H](C)CO2,4,-2,0.1,-4,-0.1,-5,-5,6
CN1[C@H](C(=O)NCCc2ccccc2)[C@@H](CO)[C@@H]2Cn3c(ccc(-c4ccccc4)c3=O)[C@@H]21,-1,-4,0.0,6,-0.1,7,-6,-1
O=C1c2ccccc2C(Nc2ccc3c(c2)OCCO3)N1c1ccccn1 (configuration not stated),0,-17,0.1,0,0.0,-11,-6,-1
C[C@@H]1CN([C@@H](C)CO)C(=O)Cc2cc(NC(=O)Nc3cccc4ccccc34)ccc2O[C@H]1CN(C)S(=O)(=O)c1ccc(F)cc1,-1,-1,0.0,2,-0.2,21,3,-9
O=C1Cc2ccccc2C(=O)N1,-3,nt,0.0,2,0.1,-5,nt,10
COc1ccc(NC(=O)CC2C(=O)NC3CCCCC3N2C(=O)c2ccc(F)cc2)cc1 (configuration not stated),-3,-5,nt,2,nt,3,6,2
COc1ccccc1C#Cc1ccc([C@H]2[C@H](CO)N3CCCCN(C(=O)C4CCC4)C[C@@H]23)cc1,2,-6,0.1,13,0.4,-22,-1,-2
CC(C)=CCN1CCN(Cc2coc3ccc(C)cc3c2=O)CC1CCO (configuration not stated),-1,-12,0.5,-6,0.0,-5,2,-2
Cc1c(C(=O)NCCC2=CCCCC2)cccc1[N+](=O)[O-],2,20,nt,-2,nt,-15,-17,-5
CCN(CC)C(=S)SCC(=O)Nc1nc(-c2ccccc2)c(-c2ccccc2)o1,15,nt,0.1,9,14,-20,nt,0
Cc1ccc(S(=O)(=O)CCC(=O)OCC(=O)c2c[nH]c3ccccc23)cc1,6,nt,0.2,-1,nt,-39,nt,2
C[C@@H]1CN([C@@H](C)CO)S(=O)(=O)c2ccc(C#CC(C)(C)O)cc2O[C@@H]1CN(C)C(=O)C1CCCCC1,0,-2,-0.2,11,0.7,-11,-2,0
C[C@@H]1CN([C@@H](C)CO)C(=O)c2cc(N(C)C)ccc2O[C@H]1CN(C)S(=O)(=O)c1cccs1,1,-1,0.0,3,-0.1,3,-2,0
CC(Cc1c[nH]c2ccccc12)C(=O)N1CCN(c2ccccc2F)CC1 (configuration not stated),1,-4,0.2,-1,-0.1,0,0,3
O=[N+]([O-])c1ccccc1S(=O)(=O)Nc1ccc(S(=O)(=O)Nc2nccs2)cc1,-3,3,0.0,-4,nt,-9,-11,4

(cont.)
SMILES,ERAP1 HTS inh,esBAF inh,XiGFP reactiv,S100A4 inh HTS,E-selectin induc,RAD52 anneal inh,RAD54 branch,ERp5 block
C[C@@H]1CCCCO[C@H](CN(C)S(=O)(=O)c2ccc(F)cc2)[C@@H](C)CN([C@@H](C)CO)C(=O)c2cc(NC(=O)Cc3ccccc3)ccc2O1,nt,6,0.0,nt,-0.1,nt,-5,nt
COc1ccc(S(=O)(=O)NC(C)C)cc1C(=O)N1CCOCC1,0,nt,0.1,-1,nt,-6,nt,1
CCCCNC(=O)C1CCN(Cc2ccc(OCc3ccccc3)c(OC)c2)CC1,-6,24,0.0,1,nt,-2,4,2
COC(=O)c1ccc(C(=O)Nc2ccc(F)cc2)cc1,6,67*,0.1,4,0.6,-16,-3,1
CCN(C(=O)c1ccc2c(=O)n3c(nc2c1)CCCCC3)c1ccccc1C,-4,6,0.0,1,nt,-6,-7,-2
CC(C)(C)c1ccc(C(O)c2ncc(-c3ccc(F)cc3)[nH]2)cc1 (configuration not stated),-1,7,-0.1,0,-0.1,-15,-2,3
CCOC(=O)c1nn(-c2ccccc2)c(=O)cc1OCC(=O)Nc1cc(C)ccc1OC,-1,-5,-0.7,1,4.5,-5,9,17

4 entries from above, field by field.
> C[C@@H]1CCCCO[C@H](CN(C)S(=O)(=O)c2ccc(F)cc2)[C@@H](C)CN([C@@H](C)CO)C(=O)c2cc(NC(=O)Cc3ccccc3)ccc2O1
  ERAP1 HTS inh = nt	esBAF inh = 6	XiGFP reactiv = 0.0	S100A4 inh HTS = nt	E-selectin induc = -0.1	RAD52 anneal inh = nt	RAD54 branch = -5	ERp5 block = nt

> COc1ccc(S(=O)(=O)NC(C)C)cc1C(=O)N1CCOCC1
  ERAP1 HTS inh = 0	esBAF inh = nt	XiGFP reactiv = 0.1	S100A4 inh HTS = -1	E-selectin induc = nt	RAD52 anneal inh = -6	RAD54 branch = nt	ERp5 block = 1

> CCCCNC(=O)C1CCN(Cc2ccc(OCc3ccccc3)c(OC)c2)CC1
  ERAP1 HTS inh = -6	esBAF inh = 24	XiGFP reactiv = 0.0	S100A4 inh HTS = 1	E-selectin induc = nt	RAD52 anneal inh = -2	RAD54 branch = 4	ERp5 block = 2

> COC(=O)c1ccc(C(=O)Nc2ccc(F)cc2)cc1
  ERAP1 HTS inh = 6	esBAF inh = 67*	XiGFP reactiv = 0.1	S100A4 inh HTS = 4	E-selectin induc = 0.6	RAD52 anneal inh = -16	RAD54 branch = -3	ERp5 block = 1
